FUS suppressor: FUS proteinopathy suppression in yeast. S. cerevisiae FUS-expressing, growth rescue, OD600, 24 h. Potency, µM (titrated, usually from 76.6 µM), for the others: top-dose growth rescue (activation), most hits filed as activators. 390,000 compounds, 0.24% hits;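 also: potency is read from the fitted curve at half-maximal effect; plate controls were DMSO vehicle for no effect and reference control for full effect; nearly all actives have a fitted effect of over 55% in size; some results filed as inactive show a strong effect at the top dose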
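Compound concentration series was pinned onto galactose-induced FUS-expressing yeast seeded at OD 0.005. Plates sat 24hr at 30C; absorbance at 600 nm gave growth. DMSO served as background control.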
GLP-1R inv ag: acts as inverse agonist at human GLP-1 receptor. P43220. HEK293 GLP-1R CRE-luciferase, luminescence, 24 h; GLP-1R form is constitutively active. Potency, µM (series often up to 38.3 µM), for the others: at the top dose activity change, negative = inhibition, most hits filed as inhibitors. 410,000 compounds, 1.6% hits. AID 624417; also: potency is read from the fitted curve at half-maximal effect; % is scaled to controls: 0 for no effect and ±100 for the full control effect; nearly all actives have a fitted effect of over 55% in size
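qHTS in 1536-well format: reporter HEK293 cells expressing constitutive GLP-1R activity in DMEM + 10% Nu serum, 24 hr with compounds at 37 deg C, luminescence read after 12 min with detection reagent.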
GLP-1R agonist: agonists of human GLP-1 receptor; HEK293 GLP-1R CRE-luciferase, luminescence, 4-6 h; cells express a hypersensitive GLP-1R form; 380,000 compounds, 0.007% hits; P43220; Potency, µM (top dose mostly 45.6 µM), for inactives: top-dose activation, usual class: activators; also: potency is read from the fitted curve at half-maximal effect; % of control where 0% means no effect
aSyn rescue: alpha-synuclein toxicity inhibition in yeast | Yeast expressing alpha-synuclein, growth rescue, BacTiter-Glo, 24 h | Potency, µM (series often up to 46.1 µM), without a hit: top-dose growth rescue (activation), usual class: activators | 370,000 compounds, 0.14% hits | AID 652106; also: potency is read from the fitted curve at half-maximal effect; % of control where 0% means no effect; nearly all actives have a fitted effect of over 65% in size
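Galactose-induced alpha-syn yeast (OD600=0.02, raffinose-pregrown) + pinned cpd, 24 hr, 30 deg C; growth by BacTiter-Glo luminescence. Growth restoration scores as activation.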
PTHR1 ag: agonists of human PTHR1 parathyroid hormone receptor; Q03431; 410,000 compounds, 0.075% hits; Potency, µM (doses to about 115 µM), without a hit: at the top dose activation, hits mostly activators; HEK293 GP2 PTHR1 cells, GloSensor cAMP luminescence, 1 h; also: potency is read from the fitted curve at half-maximal effect; nearly all actives have a fitted effect of over 55% in size; some results filed as inactive show a strong effect at the top dose; inactives centre near -15; many of its hits are not listed in these tables
Target sequence (Q03431 whole entry, looked up): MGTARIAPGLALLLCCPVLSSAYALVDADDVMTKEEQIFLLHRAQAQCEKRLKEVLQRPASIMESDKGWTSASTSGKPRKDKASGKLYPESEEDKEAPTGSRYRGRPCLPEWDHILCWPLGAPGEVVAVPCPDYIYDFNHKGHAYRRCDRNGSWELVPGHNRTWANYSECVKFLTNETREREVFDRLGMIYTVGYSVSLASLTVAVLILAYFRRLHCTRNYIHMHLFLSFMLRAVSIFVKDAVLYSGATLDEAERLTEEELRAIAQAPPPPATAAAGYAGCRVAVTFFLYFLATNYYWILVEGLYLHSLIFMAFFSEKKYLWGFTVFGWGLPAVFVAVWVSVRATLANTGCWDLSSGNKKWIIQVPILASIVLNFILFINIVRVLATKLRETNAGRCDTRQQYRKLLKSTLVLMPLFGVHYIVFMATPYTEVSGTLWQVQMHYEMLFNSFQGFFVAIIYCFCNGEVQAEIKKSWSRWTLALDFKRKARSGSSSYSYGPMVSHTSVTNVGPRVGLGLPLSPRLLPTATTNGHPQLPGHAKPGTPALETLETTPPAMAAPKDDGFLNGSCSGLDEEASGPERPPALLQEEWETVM
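HEK-293-derived GP2 cells expressing PTHR1 and a GloSensor cAMP reporter, 3,000/well, plated overnight, given luciferin plus IBMX (each 0.5 mM as added) for 1 h at 37 °C, then compound for 1 h at 37 °C. Luminescence was read after 15 min at room temperature.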
TDP43 rescue: rescues yeast growth from TDP-43 toxicity; 410,000 compounds, 1.8% hits; TDP-43 expressing yeast growth rescue, BacTiter-Glo, 24 h; Potency, µM (top dose mostly 46.1 µM), inactives show top-dose growth rescue (activation), most hits filed as activators; AID 652104; also: potency is read from the fitted curve at half-maximal effect; % of control where 0% means no effect; nearly all actives have a fitted effect of over 50% in size
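Growth rescue of TDP-43-toxic yeast measured as ATP luminescence (BacTiter-Glo). Cells grown to mid-log in raffinose, induced in galactose at OD600=0.02, exposed to compound 24 hr at 30 deg C.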
DRD3 antagonist: blocks the human D3 dopamine receptor. D3R cells, DiscoveRx beta-arrestin luminescence, antagonist mode; stronger effect = lower value. max response, negative = inhibition, %. 360,000 compounds, 2.5% hits. AID 652054; in the data active = max response below about -50%; inconclusive = no clear call, values can overlap the other calls; also: % is scaled to controls: 0 for no effect and ±100 for the full control effect; mostly tested at two doses, the higher about 12 µM
Target sequence (P35462 whole entry, looked up): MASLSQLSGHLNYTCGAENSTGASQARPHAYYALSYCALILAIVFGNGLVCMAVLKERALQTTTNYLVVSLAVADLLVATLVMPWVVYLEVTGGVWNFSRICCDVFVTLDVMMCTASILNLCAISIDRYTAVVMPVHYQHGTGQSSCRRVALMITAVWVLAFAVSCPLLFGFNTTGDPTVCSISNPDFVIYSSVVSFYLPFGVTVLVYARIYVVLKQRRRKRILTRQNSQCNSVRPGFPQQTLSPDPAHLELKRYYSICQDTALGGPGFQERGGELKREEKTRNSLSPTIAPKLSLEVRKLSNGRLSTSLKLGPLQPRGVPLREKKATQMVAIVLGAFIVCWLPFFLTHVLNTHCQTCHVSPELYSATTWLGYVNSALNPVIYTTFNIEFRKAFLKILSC
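Cells expressing the human receptor were seeded at 1500 cells/well, incubated overnight at 37 degrees C in 5% CO2, then exposed to library compounds with dopamine controls for 90 minutes at 37 degrees C before luminescent detection.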
pAkt inh: blocks phosphorylation of Akt. Neuro2A IGF-stimulated pAkt S473 HTRF, 20 min; stronger effect = lower value. activity change, % for hits at 50 µM. 360,000 compounds, 0.32% hits; in the data active = activity change below about -80%; inconclusive = mostly about -51% to -80%; also: % is scaled to controls: 0 for no effect and ±100 for the full control effect
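Single-point screen (50 µM final compound) in Neuro2A cells stimulated 20 min with 6 nM IGF at 37 deg C. After lysis, Ser473-phosphorylated Akt read by HTRF (ex 330 nm, em 615/665 nm) as the 665/615 ratio.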
Abeta rescue: restores growth of yeast expressing A-beta42 peptide; 410,000 compounds, 0.063% hits; yeast expressing A-beta42, growth rescue, OD600, 48 h; response scale: 0% DMSO, 100% iron-clioquinol control; Potency, µM (series often up to 46.1 µM), without a hit: top-dose growth rescue, hits mostly activators; also: potency is read from the fitted curve at half-maximal effect; nearly all actives have a fitted effect of over 55% in size
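Yeast growth medium received pinned compounds, then yeast cells expressing toxic A-beta were added; plates incubated at 30 C for 48 hr. Growth read as absorbance at 600 nm, normalized to DMSO and equimolar FeCl3 plus clioquinol controls.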
* marks the source's active call; other numbers are inactive results; [ ] = remark or other dose. Unless noted, calls follow the shape of the dose curve; as a rule, active = well fitted curve in the direction sought with a large enough effect; inconclusive = small, poorly fitted or top-dose-only effect, or another doubt; inactive = no such curve, though single readings can be large; an effect the other way counts as inactive or inconclusive.

Screening COc1ccc(-c2nc(CN3CCN(Cc4cccc(Cl)c4)CC3)c(C)o2)cc1 returned FUS suppressor 17.3%, GLP-1R inv ag inconclusive, GLP-1R agonist 1.0%, aSyn rescue 5.9%, PTHR1 ag -20.3%, TDP43 rescue 13.9%, DRD3 antagonist -60.3*, pAkt inh inactive and Abeta rescue -0.4%.
Screening COc1ccc(CN(C)CCCn2cnc3c(OCc4ccccc4)ncnc32)cc1 returned FUS suppressor -18.9%, GLP-1R inv ag inconclusive, GLP-1R agonist 1.4%, aSyn rescue 6.2%, PTHR1 ag -7.8%, TDP43 rescue 10.7%, DRD3 antagonist 10.1, pAkt inh inactive and Abeta rescue 8.4%.
`N#CCCN(C(=O)Nc1ccc(Cl)c(Cl)c1)c1ccccc1` gave GLP-1R inv ag -21.5%, GLP-1R agonist 5.1%, aSyn rescue -13.5%, PTHR1 ag inactive, TDP43 rescue 21.7%, DRD3 antagonist -6.1, pAkt inh inactive and Abeta rescue -5.2%.
Screening Cc1cccc(C)c1NC(=O)NS(=O)(=O)c1ccccc1 returned FUS suppressor -9.8%, GLP-1R inv ag 9.6%, GLP-1R agonist -0.6%, aSyn rescue 6.9%, PTHR1 ag -17.8%, TDP43 rescue 12.6%, DRD3 antagonist 24.8, pAkt inh inactive and Abeta rescue 7.9%.
For O=C(Nc1ccc2nc[nH]c2c1)c1ccco1 the results were FUS suppressor 3.8%, GLP-1R inv ag 2.3%, GLP-1R agonist -0.3%, aSyn rescue -5.3%, PTHR1 ag -11.2%[57.5 µM], TDP43 rescue -4.8%, DRD3 antagonist 3.4, pAkt inh inactive and Abeta rescue inconclusive.
For COc1ccccc1-c1nn2c(C3COc4ccccc4O3)nnc2s1 (stereo unspecified) the results were FUS suppressor 21.1%, GLP-1R inv ag 0.0%, GLP-1R agonist -0.2%, PTHR1 ag inactive, TDP43 rescue 10µM*, DRD3 antagonist 3.6 and Abeta rescue -8.4%.
Screening CCOC(=O)c1oc2ccccc2c1CN1CCCCC1 returned FUS suppressor -43.4%, GLP-1R inv ag 14.5%, GLP-1R agonist 0.8%, aSyn rescue -0.7%, PTHR1 ag -17.7%, TDP43 rescue 23.3%, DRD3 antagonist 4.6, pAkt inh inactive and Abeta rescue 9.1%.
`CCn1c(SCc2ccccc2)nnc1C1CCN(S(=O)(=O)c2ccc(OC)cc2)CC1` gave FUS suppressor 21.4%, GLP-1R inv ag -22.3%, GLP-1R agonist -4.9%, aSyn rescue 2.9%, PTHR1 ag -19.7%, TDP43 rescue 7.7%, DRD3 antagonist -13.3, pAkt inh inactive and Abeta rescue 4.5%.
For O=C(O)CSc1nnc(COc2ccc(Br)cc2)n1-c1ccccc1 the results were FUS suppressor 16.2%, GLP-1R inv ag 24.6%, GLP-1R agonist 1.2%, aSyn rescue 1.3%, PTHR1 ag inactive, DRD3 antagonist 31.9, pAkt inh inactive and Abeta rescue 6.1%.
Screening CC1Cc2cc(-c3csc(N)n3)ccc2O1 (stereo unspecified) returned FUS suppressor 19.6%, GLP-1R inv ag 12.6%, GLP-1R agonist inconclusive, aSyn rescue -16.9%, PTHR1 ag -0.7%, TDP43 rescue inconclusive, DRD3 antagonist 13.9, pAkt inh inactive and Abeta rescue 0.1%.
COc1ccccc1NC(=O)N(C)C[C@H]1OCc2cnnn2CCCC(=O)N([C@@H](C)CO)C[C@H]1C was read as FUS suppressor -23.6%, GLP-1R inv ag 14.0%, GLP-1R agonist 14.4%, aSyn rescue 0.0%, PTHR1 ag -14.1%, TDP43 rescue 9.2%, DRD3 antagonist 20.8, pAkt inh inactive and Abeta rescue -2.7%.
Screening O=C(Nc1nccs1)c1ccc2ccccc2n1 returned FUS suppressor 15.3%, GLP-1R inv ag inconclusive, GLP-1R agonist 7.4%, aSyn rescue -4.8%, PTHR1 ag -26.2%, TDP43 rescue -10.8%, DRD3 antagonist -4.5, pAkt inh inactive and Abeta rescue 17.5%.

Overlap with the part before: 2 compounds, then new ones.
COc1ccccc1NC(=O)N(C)C[C@H]1OCc2cnnn2CCCC(=O)N([C@@H](C)CO)C[C@H]1C was read as FUS suppressor -23.6%, GLP-1R inv ag 14.0%, GLP-1R agonist 14.4%, aSyn rescue 0.0%, PTHR1 ag -14.1%, TDP43 rescue 9.2%, DRD3 antagonist 20.8, pAkt inh inactive and Abeta rescue -2.7%.
Screening O=C(Nc1nccs1)c1ccc2ccccc2n1 returned FUS suppressor 15.3%, GLP-1R inv ag inconclusive, GLP-1R agonist 7.4%, aSyn rescue -4.8%, PTHR1 ag -26.2%, TDP43 rescue -10.8%, DRD3 antagonist -4.5, pAkt inh inactive and Abeta rescue 17.5%.
Cc1c(-c2nnc(SCC(=O)Nc3ccc(Br)cc3)o2)nnn1-c1ccc(F)cc1 was read as FUS suppressor 19.5%, GLP-1R inv ag 4.3%, GLP-1R agonist 0.5%, PTHR1 ag -5.4%, TDP43 rescue 23.6% and Abeta rescue -6.1%.
Screening CN(Cc1c(F)cccc1Cl)C(=O)CNC(=O)c1sc2ccccc2c1Cl returned FUS suppressor 8.3%, GLP-1R inv ag 5.9%, GLP-1R agonist 16.4%, aSyn rescue 0.8%, PTHR1 ag -37.3%[inhibitor], TDP43 rescue 0.2%, DRD3 antagonist -17.4, pAkt inh inactive and Abeta rescue -1.6%.
Screening O=C(COc1ccccc1[N+](=O)[O-])Nc1cc(-c2nc3cc(Cl)ccc3o2)ccc1Cl returned FUS suppressor -17.8%, GLP-1R inv ag 15.7%, GLP-1R agonist 21.3%, aSyn rescue 0.3%, PTHR1 ag inactive, TDP43 rescue 8.4% and Abeta rescue -15.2%.
COc1ccc(Cl)c(Cn2c(NCc3ccco3)nc3c2c(=O)n(C)c(=O)n3C)c1 was read as FUS suppressor 5.1%, GLP-1R inv ag 8.9%, GLP-1R agonist 8.6%, aSyn rescue 1.2%, PTHR1 ag -8.4%[57.5 µM], TDP43 rescue -0.5%, DRD3 antagonist 26.6, pAkt inh inactive and Abeta rescue 9.3%.
Screening CCCCn1c(N)c(N(CC(C)C)C(=O)CCN2C(=O)C3CC=CCC3C2=O)c(=O)[nH]c1=O (stereo unspecified) returned FUS suppressor -33.0%, GLP-1R inv ag 15.1%, GLP-1R agonist 0.8%, aSyn rescue 0.1%, PTHR1 ag -23.6%, TDP43 rescue -11.1%, DRD3 antagonist -0.7, pAkt inh inactive and Abeta rescue -4.1%.
CCOC(=O)c1ccc2nc(NC(NC(C)=O)(C(=O)OC)C(F)(F)F)sc2c1 (stereo unspecified) was read as FUS suppressor 14.6%, GLP-1R inv ag 0.0%, GLP-1R agonist -4.6%, aSyn rescue 0.5%, PTHR1 ag -11.1%[57.5 µM], TDP43 rescue -9.6%, DRD3 antagonist 15.6, pAkt inh inactive and Abeta rescue 3.3%.
Nc1ccccc1C(=O)NCCCN1CCN(c2cccc(Cl)c2)CC1 was read as FUS suppressor 15.7%, GLP-1R inv ag inconclusive, GLP-1R agonist 12.8%, aSyn rescue -2.8%, PTHR1 ag -0.5%, TDP43 rescue -24.1%, DRD3 antagonist -73.5*, pAkt inh inactive and Abeta rescue -2.6%.
`COc1ccc(OCc2cc(C(=O)NCCN3CCCc4ccccc43)no2)c(Cl)c1` gave FUS suppressor 19.0%, GLP-1R inv ag inconclusive, GLP-1R agonist -7.3%, aSyn rescue 0.3%, PTHR1 ag -38.4%[inhibitor], TDP43 rescue 26.1%, DRD3 antagonist 18.3, pAkt inh inactive and Abeta rescue 6.6%.
For O=S(=O)(c1cccc(C(F)(F)F)c1)N1CCCC1c1cccnc1 (stereo unspecified) the results were FUS suppressor 1.9%, GLP-1R inv ag -4.4%, GLP-1R agonist 1.2%, aSyn rescue 3.4%, PTHR1 ag inactive, TDP43 rescue -8.7%, DRD3 antagonist 12.1, pAkt inh inactive and Abeta rescue 14.3%.
Cc1nc(C)c(C(=O)Nc2cccc(F)c2)s1 was read as FUS suppressor 8.5%, GLP-1R inv ag 1.7%, GLP-1R agonist 14.0%, aSyn rescue 10.0%, PTHR1 ag inactive, TDP43 rescue -1.0%, DRD3 antagonist -9.4, pAkt inh inactive and Abeta rescue 1.1%.
For COC(=O)c1ccc(NC(=O)CSc2nc(=O)n(Cc3ccco3)c3c2CCC3)cc1 the results were FUS suppressor inconclusive, GLP-1R inv ag 13.2%, PTHR1 ag inactive, TDP43 rescue 0.0% and Abeta rescue -6.3%.
`CC(C)Oc1ccc(S(=O)(=O)N2CCOCC2)cc1NC(=O)c1nn(C)c(=O)c2ccccc12` gave FUS suppressor -5.7%, GLP-1R inv ag 0.4%, GLP-1R agonist 3.4%, aSyn rescue 1.4%, PTHR1 ag inactive, TDP43 rescue 22.1%, DRD3 antagonist 26.8, pAkt inh inactive and Abeta rescue -3.7%.
CC(C)Cc1nnc(NC(=O)c2cc([N+](=O)[O-])ccc2N2CCOCC2)s1 was read as GLP-1R inv ag 9.5%, GLP-1R agonist inconclusive, aSyn rescue -6.9%, PTHR1 ag -8.8%, TDP43 rescue 28.6%, DRD3 antagonist 0.7, pAkt inh inactive and Abeta rescue 5.2%.
For NNC(=O)COc1cccc2cccnc12 the results were FUS suppressor -0.6%, GLP-1R inv ag 7.6%, GLP-1R agonist -2.0%, aSyn rescue 0.4%, PTHR1 ag inactive, TDP43 rescue -1.2%, DRD3 antagonist 11.8, pAkt inh inactive and Abeta rescue -1.4%.
`CCOC(=O)CCn1nc(-c2ccc(Cl)cc2)cc1N` gave FUS suppressor 38.1%, GLP-1R inv ag 15.3%, GLP-1R agonist 7.2%, aSyn rescue -2.8%, PTHR1 ag -13.7%[57.5 µM], TDP43 rescue -1.5%, DRD3 antagonist 3.5, pAkt inh inactive and Abeta rescue -4.4%.

Compound activity from PubChem.

Only part of the results is shown; the hit share may differ from the screen's.
